# CHRM1 antagonist: antagonists of human M1 muscarinic receptor; CHO-K1 hM1, Fluo-8 calcium fluorescence, ACh EC80 antagonist; inhibition, % at 3 µM; 1.3% of 360,000 active;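 active = percent inhibition above its own plate's cutoff, namely the mean of that plate's compound wells plus 3 SD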;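 note: peak over basal fluorescence ratio during 140 s after agonist addition; 0% = ACh EC80 plus DMSO and 100% = DMSO alone without agonist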
# Target sequence (P11229 whole entry, looked up): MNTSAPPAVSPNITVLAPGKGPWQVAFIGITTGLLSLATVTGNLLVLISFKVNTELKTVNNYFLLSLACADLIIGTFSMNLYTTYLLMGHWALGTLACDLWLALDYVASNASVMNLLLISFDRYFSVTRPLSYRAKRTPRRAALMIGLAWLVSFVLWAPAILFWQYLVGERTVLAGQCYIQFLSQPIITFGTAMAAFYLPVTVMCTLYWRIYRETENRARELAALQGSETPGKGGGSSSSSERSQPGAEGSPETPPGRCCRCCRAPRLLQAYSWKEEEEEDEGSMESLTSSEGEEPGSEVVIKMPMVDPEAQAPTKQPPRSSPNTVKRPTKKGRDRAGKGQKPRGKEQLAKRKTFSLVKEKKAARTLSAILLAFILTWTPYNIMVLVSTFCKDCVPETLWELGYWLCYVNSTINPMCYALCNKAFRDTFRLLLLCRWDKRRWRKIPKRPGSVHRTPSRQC
# M4 PAM: positive allosteric modulators of human muscarinic M4 receptor. AID 624126. activation, % at 3 µM. 0.4% of 360,000 active. CHO-K1 hM4/Gqi5, Fluo-8 calcium fluorescence, ACh EC20; 0% = ACh EC20, 100% = maximal ACh;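 active = activation above its plate's cutoff, the mean activation of sample wells plus 3 SD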; note: some results filed as inactive read as strong as hits
# Target sequence (P08173 whole entry, looked up): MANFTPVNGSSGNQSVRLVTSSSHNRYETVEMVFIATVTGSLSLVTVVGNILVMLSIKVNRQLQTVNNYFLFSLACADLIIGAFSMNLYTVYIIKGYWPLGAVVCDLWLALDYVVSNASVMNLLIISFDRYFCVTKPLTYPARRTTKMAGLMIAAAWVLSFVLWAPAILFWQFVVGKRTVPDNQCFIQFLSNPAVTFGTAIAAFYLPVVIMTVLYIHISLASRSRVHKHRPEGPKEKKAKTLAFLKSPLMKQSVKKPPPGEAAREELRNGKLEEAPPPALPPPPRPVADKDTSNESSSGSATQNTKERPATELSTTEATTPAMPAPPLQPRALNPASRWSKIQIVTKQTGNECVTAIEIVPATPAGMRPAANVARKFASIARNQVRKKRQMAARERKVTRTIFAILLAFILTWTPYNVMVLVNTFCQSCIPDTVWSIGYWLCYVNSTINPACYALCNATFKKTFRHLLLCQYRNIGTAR
# M5 PAM: potentiates acetylcholine response at human M5 receptor; P08912; CHO-K1 hM5, Fluo-8 calcium, ACh EC20 PAM; 0% = ACh EC20, 100% = ACh EC100; activation, % at 3 µM; 0.3% of 360,000 active; AID 624038;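 active = activation above the run cutoff, the mean activation of all test compounds plus 3 SD, cut at about 18% in these data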
#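 system = human M5 receptor in CHO-K1 cells | reagent = EC20 acetylcholine as agonist stimulus | compound dosing = single-point, 3 µM nominal | incubation = Fluo-8 loading 80 min at 37 °C plus 30 min room temperature | detection = Fluo-8 calcium dye fluorescence, kinetic read | benchmarks = low control EC20 acetylcholine (0%), high control EC100 acetylcholine (100%)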
# CHRM4 agonist: agonists of human muscarinic M4 receptor (CHRM4); activation, % at 3 µM; AID 624127; 0.14% of 360,000 active; P08173; CHO-K1 hM4/Gqi5, Fluo-8 calcium fluorescence; vehicle 0%, full acetylcholine response 100%;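 active = activation above the run mean over all test wells plus 3 SD, cut at about 32% in these data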;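 note: peak over basal fluorescence ratio per well then scaled between controls; 0% = DMSO wells and 100% = acetylcholine at EC100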
# M1 PAM: potentiates human M1 receptor response to acetylcholine | P11229 | CHO-K1 hM1, Fluo-8 calcium fluorescence, ACh EC20; 0% = ACh EC20, 100% = maximal ACh | activation, % at 3 µM | 0.088% of 360,000 active; in the data active = activation above about 19%, passing the limit was not always enough
# M5 antag: blocks acetylcholine activation of human M5 receptor; AID 624040; 0.59% of 360,000 active; CHO-hM5 cells, Fluo-8 calcium fluorescence, ACh EC80; inhibition, % at 3 µM;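 active = inhibition above a per-plate cutoff, the mean of that plate's test compounds plus 3 SD, cut at about 27% in these data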;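 note: 0% = acetylcholine EC80 with DMSO and 100% = DMSO without agonist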
# CHRM4 antagonist: blocks acetylcholine activation of human M4 receptor | AID 624125 | 0.73% of 360,000 active | P08173 | inhibition, % at 3 µM | CHO-hM4 cells, ACh EC80, Fluo-8 calcium fluorescence;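 active = inhibition above its plate's cutoff, the mean inhibition of sample wells plus 3 SD, cut at about 27% in these data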;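 note: 0% = acetylcholine EC80 with DMSO and 100% = DMSO without agonist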
# M5 ag: CHRM5 agonism in calcium assay. CHO-K1 hM5 cells, Fluo-8 calcium fluorescence; 0% DMSO wells, 100% maximal acetylcholine response. activation, % at 3 µM. 0.19% of 360,000 active;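 active = activation above the run's mean over test compounds plus 3 SD, cut at about 23% in these data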;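 note: signal is peak over basal fluorescence ratio across the kinetic read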
# CRFR2-BP ag: CRF-BP/CRF-R2 complex agonism; HEK293 CRF-R2/CRF-BP, calcium dye fluorescence (FLIPR); percent of saturating CRF peptide response; activation, % at 13.2 µM; 0.46% of 350,000 active;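 active = activation of at least 50%, plus an integration ratio under a set limit after plate pattern correction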;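 note: plate controls were neutral control wells without compound for no effect and CRF at EC100 for full effect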
# Active calls of the source: *; x = no result given. Rows were taken by chance; 2.8% or so of the library scored in one or more.
SMILES,CHRM1 antagonist,M4 PAM,M5 PAM,CHRM4 agonist,M1 PAM,M5 antag,CHRM4 antagonist,M5 ag,CRFR2-BP ag
COc1ccccc1N1CCN(C(=O)C(C)N(c2ccccc2)S(C)(=O)=O)CC1 (centres undefined),-6,8,-1,3,6,-4,-8,1,0.5
COc1cc(CN2CCNC(=O)C2CC(=O)NC2CCCCC2)cc(OC)c1 (centres undefined),-8,8,10,1,9,-5,-2,-4,-0.4
CCSc1nc2ccccc2c(=O)n1C1CCOC(C)(C)C1 (centres undefined),-8,0,-2,0,11,-5,4,-1,-0.6
Cc1ccc2nc(CN(C)C(=O)[C@H]3O[C@@H](n4ccc(N)nc4=O)[C@H](O)[C@@H]3O)[nH]c2c1,-12,6,4,1,0,1,-3,2,x
CC(=O)Nc1ccc(C(=O)N2CCCC(c3cc(C(=O)NCc4cccnc4)no3)C2)cc1 (centres undefined),-16,0,-2,-1,8,1,-4,-1,x
O=C(NNC(=O)c1cc2ccccc2cc1O)Nc1ccccc1F,-4,2,-8,8,1,11,-8,1,2.7
O=C(CSc1n[nH]c(-c2cccs2)n1)N1CCCC1,-18,11,-3,2,24,1,-8,-2,1.8
COC(=O)Cn1c(=O)c2c(nc3n2CCCN3CCc2ccccc2)n(C)c1=O,1,-3,-6,5,-3,6,1,1,-2.3
CCCOC(=O)CC1C(=O)NCCN1Cc1ccccc1C (centres undefined),-26,5,4,1,16,-5,-15,0,-0.8
Cc1cccc(CN2CCN(C3CN(Cc4cn(Cc5cccc(Cl)c5)nn4)S(=O)(=O)C3)CC2)c1 (centres undefined),x,-3,-5,1,x,5,0,-2,x
CC(C)(C)NC(=O)CCCSc1nc2ccccc2s1,9,-4,-5,8,-5,9,-1,0,1.1
CCOC(=O)c1ccc2c(c1)nc(SCC(=O)N1CCCCC1)n2CC,-9,14,2,0,3,-6,2,0,-2.3

# Quoted from the entries so far, five compounds:
SMILES,CHRM1 antagonist,M4 PAM,M5 PAM,CHRM4 agonist,M1 PAM,M5 antag,CHRM4 antagonist,M5 ag,CRFR2-BP ag
COC(=O)Cn1c(=O)c2c(nc3n2CCCN3CCc2ccccc2)n(C)c1=O,1,-3,-6,5,-3,6,1,1,-2.3
CCCOC(=O)CC1C(=O)NCCN1Cc1ccccc1C (centres undefined),-26,5,4,1,16,-5,-15,0,-0.8
Cc1cccc(CN2CCN(C3CN(Cc4cn(Cc5cccc(Cl)c5)nn4)S(=O)(=O)C3)CC2)c1 (centres undefined),x,-3,-5,1,x,5,0,-2,x
CC(C)(C)NC(=O)CCCSc1nc2ccccc2s1,9,-4,-5,8,-5,9,-1,0,1.1
CCOC(=O)c1ccc2c(c1)nc(SCC(=O)N1CCCCC1)n2CC,-9,14,2,0,3,-6,2,0,-2.3

# (cont.)
SMILES,CHRM1 antagonist,M4 PAM,M5 PAM,CHRM4 agonist,M1 PAM,M5 antag,CHRM4 antagonist,M5 ag,CRFR2-BP ag
Cc1ccc(-c2cccc(OC(=O)c3ccccc3F)c2)cc1,9,4,5,0,1,-4,3,1,2.2
Cc1ccc(-c2cn3cccc(C)c3n2)cc1,5,8,5,-1,0,2,-7,-6,0.1
C=CCn1cc([N+](=O)[O-])nc1C,-9,11,9,1,10,-10,-2,1,1.1
CC(C)NC(=O)c1cc(C2CCCCN2S(=O)(=O)c2ccc(C#N)cc2)on1 (centres undefined),-7,-1,-1,0,0,3,1,-2,x
O=C(Nc1ccccc1)c1ccc(CSc2ccccn2)cc1,5,-5,5,0,8,1,7,-6,4.3
CCN(CC)CCn1c2c(c(SCC(=O)Nc3ccc4c(c3)OCO4)nc1=O)CCC2,14,-7,6,0,-4,0,2,-4,0.0
O=C(O)CCc1ccc(-c2cccs2)n1Cc1ccco1,6,-5,-11,2,-5,4,8,4,0.1
CCOc1ccc(NC(=O)CN(C)CC(=O)NC(C)c2ccccc2)cc1OCC (centres undefined),1,-1,-2,1,4,5,-4,-2,-2.3
CCC(=O)Nc1ccc2nc(C3CC3)n(Cc3ccc(C(C)(C)C)cc3)c(=O)c2c1,-7,-16,4,0,2,3,3,5,0.3
C[C@H](NC(=O)[C@@H]1CSC2c3ccccc3C(=O)N21)C(=O)NC1CCCCC1 (some centres undefined),-8,4,8,2,7,-11,-7,3,-0.4
O=C(Nc1ccc2c(c1)OCO2)N1CCN(S(=O)(=O)c2ccc(Cl)cc2)CC1,-6,11,-4,1,4,5,1,-6,-1.4
CCOC(=O)C(NC(=O)C1C(C)N1S(=O)(=O)c1ccc(C)cc1)C(=O)OCC (centres undefined),-2,4,-3,1,7,5,-2,-4,0.2

# 6 compounds from above, showing only M4 PAM:
compound	M4 PAM
O=C(Nc1ccccc1)c1ccc(CSc2ccccn2)cc1	-5
CCN(CC)CCn1c2c(c(SCC(=O)Nc3ccc4c(c3)OCO4)nc1=O)CCC2	-7
O=C(O)CCc1ccc(-c2cccs2)n1Cc1ccco1	-5
CCOc1ccc(NC(=O)CN(C)CC(=O)NC(C)c2ccccc2)cc1OCC (centres undefined)	-1
CCC(=O)Nc1ccc2nc(C3CC3)n(Cc3ccc(C(C)(C)C)cc3)c(=O)c2c1	-16
C[C@H](NC(=O)[C@@H]1CSC2c3ccccc3C(=O)N21)C(=O)NC1CCCCC1 (some centres undefined)	4

# Shown bar-delimited: entries from further up
canonical_smiles | CHRM1 antagonist | M4 PAM | M5 PAM | CHRM4 agonist | M1 PAM | M5 antag | CHRM4 antagonist | M5 ag | CRFR2-BP ag
O=C(Nc1ccccc1)c1ccc(CSc2ccccn2)cc1 | 5 | -5 | 5 | 0 | 8 | 1 | 7 | -6 | 4.3
CCN(CC)CCn1c2c(c(SCC(=O)Nc3ccc4c(c3)OCO4)nc1=O)CCC2 | 14 | -7 | 6 | 0 | -4 | 0 | 2 | -4 | 0.0

# Next part.
SMILES,CHRM1 antagonist,M4 PAM,M5 PAM,CHRM4 agonist,M1 PAM,M5 antag,CHRM4 antagonist,M5 ag,CRFR2-BP ag
O=C(O)Cc1sc(Nc2cccc3ccccc23)nc1-c1ccc(Cl)cc1,-2,1,-5,2,2,2,2,-3,-0.8
O=C(COc1ccccc1F)NC1CC1,-6,6,4,2,3,-9,2,-2,-2.5
O=c1[nH]ncc(NCCCO)c1Cl,15,-1,-5,0,-8,4,1,-2,1.0
O=C(CC(Cc1ccccc1)C(=O)O)Nc1cccc(C(F)(F)F)c1 (centres undefined),-6,-7,4,-1,17,4,-4,-2,2.2
Cc1ccc(S(=O)(=O)N(C)CC(=O)Nc2ccccc2)cc1,9,-5,-1,0,4,0,11,0,-4.4
O=C(Nc1ccc2c(c1)[C@H]1C[C@@H](CC(=O)N3CCOCC3)O[C@@H](CO)[C@H]1O2)C1CCOCC1,17,-3,-2,0,-7,12,-3,0,16
CN(C)C(CNC(=O)c1ccc(Cl)c(S(=O)(=O)N2CCCCCC2)c1)c1ccccc1 (centres undefined),52*,-12,-34,11,-20,11,16,-7,-1.1
COc1ccc(S(=O)(=O)N2CCC(C(=O)NCCC(=O)Nc3ccc(Cl)cc3)CC2)cc1,-4,2,2,2,8,0,-1,-6,0.2
Cc1ccc(-c2ccc(S(=O)(=O)N3CC(C)OC(C)C3)cc2)cc1 (centres undefined),-3,0,1,1,2,0,-6,-2,-0.7
O=C(CN1CCN(Cc2ccccc2Cl)C1=O)NCc1ccccn1,-7,10,5,0,5,4,-6,-1,0.1
O=C(c1ccc(S(=O)(=O)c2cccc(Cl)c2)c([N+](=O)[O-])c1)N1CCN(c2ccccn2)CC1,58*,-27,-32,24,-19,52*,44*,5,-0.2
Cc1ccccc1Sc1ncccc1[N+](=O)[O-],0,-6,-4,0,-2,6,-15,-3,-0.8
O=C(NC1CCCC1)C(C1CC1)n1c(-c2ccccn2)nc2ccccc21 (centres undefined),x,5,-7,1,x,7,-8,0,x
c1ccc(-c2nnc(N3CCOCC3)c3ccccc23)cc1,-6,15,-2,1,5,3,-5,-3,1.3
CC(=O)c1ccc(N2CCN(C(=O)C3CCCN(c4ncnc5c4nc4n5CCCCC4)C3)CC2)cc1 (centres undefined),13,-5,-8,15,-4,17,3,-1,0.5
COc1ccc(S(=O)(=O)NCc2ccccn2)cc1C,-11,8,0,1,8,4,-9,2,-1.2
CCC1CCCCN1S(=O)(=O)c1ccc2c(c1)CCN2C(=O)C1CCC1 (centres undefined),0,-7,-34,6,-3,-4,-2,-10,0.0
O=C(CN(Cc1ccccc1)S(=O)(=O)c1ccccc1)NC1CC1,-9,8,2,2,10,4,-5,-2,-1.4
CCC(NC(=O)c1oc2ccccc2c1COC)c1ccc(OC)cc1 (centres undefined),-10,-8,-3,0,7,-2,-22,-5,1.2
CCN(c1ccccc1)S(=O)(=O)c1ccc(Cl)c(NC(=O)CN2CCCCCC2)c1,2,-35,-19,2,-5,12,13,-12,3.4
Cc1ccc(C)c(NC(=O)CSc2nc3[nH]ncc3c(=O)[nH]2)c1,-4,1,-5,1,3,3,-4,0,-1.8
Cc1ccc(C)c(N2CCN(C(=O)c3cc4ccccn4n3)CC2)c1,-16,2,-6,8,4,0,-18,-1,119*
CS(=O)(=O)NCc1nnc(SCC(=O)NC2CCCCC2)n1-c1ccc(F)cc1,-28,14,-1,0,3,-1,2,0,4.3
CCOc1ccc(S(=O)(=O)N(C)CC(=O)NCc2ccccn2)cc1Cl,-18,3,-1,0,9,10,1,-3,-0.1
CCOc1cc(C2C3=C(CCCC3=O)N(CCC(=O)O)C3=C2C(=O)CCC3)ccc1OS(=O)(=O)c1ccc(C)cc1,-5,1,-5,2,6,2,-3,0,0.6
CC(C)CN(C(=O)CN1CCN(S(=O)(=O)c2ccc3ccccc3c2)CC1)c1c(N)n(CC(C)C)c(=O)[nH]c1=O,-13,16,3,0,14,-5,-2,1,0.9
Cc1ccc2nc(SCC(=O)Nc3cccc4ccccc34)nc(=O)n2c1,-3,-1,-6,3,6,2,10,-3,-1.5
COc1cc(/C=C/C(=O)O)cc(S(=O)(=O)NCc2ccc3c(c2)OCO3)c1OC,-16,4,6,2,17,3,-5,-1,-0.8

# High-throughput results: PubChem BioAssay, several laboratories
